STAT1 inh: STAT1 signaling inhibition. NIH 3T3 STAT1-luciferase reporter, IFN-gamma, luminescence. inhibition, % at 5.5 µM. 200,000 compounds, 0.35% hits;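 active means inhibition above a set limit, the mean inhibition across all tested compounds plus 3 SD, cut at about 34% in these data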;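 further: 0% = IFN-gamma with DMSO and 100% = IFN-gamma with 300 µM nifuroxazide; values of inactives mirror those of a sister screen read the other way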
RAM inhibit: yeast RAM network inhibition | AID 868 | 190,000 compounds, 1.8% hits | S. cerevisiae dse1pr::URA3 reporter, 5-FOA growth OD615, 2 d; analog-sensitive cbk1-as2 kinase mutant strain | inhibition, % at 50 µM;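 active means inhibition above a set limit, 3 SD over mean compound inhibition, cut at about 8.4% in these data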;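 further: 0% = DMSO-only wells with no growth and 100% = 10 µM 1-NA-PP1 full growth; inhibition rescues growth on 5-FOA so higher OD means more RAM inhibition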
SRC2 TRFRET art: counter-screen for PPARgamma SRC-2 recruitment agonists: TR-FRET artefact. TR-FRET ratio at 8 µM. stronger effect = higher value. 200,000 compounds, 0.4% hits; in the data active means TR-FRET ratio above about 2000; further: inactives centre near 1500
TLR4 MyD88 comp: TLR4-MyD88 interaction inhibition in cells | inhibition, % at 8.4 µM | HeLa CL3-4 TLR4/MyD88 BLA complementation, FRET ratio | 200,000 compounds, 0.18% hits; in the data active means inhibition above about 25%;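 further: 0% = vehicle and 100% = reference inhibitor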
Target sequence (O00206 whole entry, looked up): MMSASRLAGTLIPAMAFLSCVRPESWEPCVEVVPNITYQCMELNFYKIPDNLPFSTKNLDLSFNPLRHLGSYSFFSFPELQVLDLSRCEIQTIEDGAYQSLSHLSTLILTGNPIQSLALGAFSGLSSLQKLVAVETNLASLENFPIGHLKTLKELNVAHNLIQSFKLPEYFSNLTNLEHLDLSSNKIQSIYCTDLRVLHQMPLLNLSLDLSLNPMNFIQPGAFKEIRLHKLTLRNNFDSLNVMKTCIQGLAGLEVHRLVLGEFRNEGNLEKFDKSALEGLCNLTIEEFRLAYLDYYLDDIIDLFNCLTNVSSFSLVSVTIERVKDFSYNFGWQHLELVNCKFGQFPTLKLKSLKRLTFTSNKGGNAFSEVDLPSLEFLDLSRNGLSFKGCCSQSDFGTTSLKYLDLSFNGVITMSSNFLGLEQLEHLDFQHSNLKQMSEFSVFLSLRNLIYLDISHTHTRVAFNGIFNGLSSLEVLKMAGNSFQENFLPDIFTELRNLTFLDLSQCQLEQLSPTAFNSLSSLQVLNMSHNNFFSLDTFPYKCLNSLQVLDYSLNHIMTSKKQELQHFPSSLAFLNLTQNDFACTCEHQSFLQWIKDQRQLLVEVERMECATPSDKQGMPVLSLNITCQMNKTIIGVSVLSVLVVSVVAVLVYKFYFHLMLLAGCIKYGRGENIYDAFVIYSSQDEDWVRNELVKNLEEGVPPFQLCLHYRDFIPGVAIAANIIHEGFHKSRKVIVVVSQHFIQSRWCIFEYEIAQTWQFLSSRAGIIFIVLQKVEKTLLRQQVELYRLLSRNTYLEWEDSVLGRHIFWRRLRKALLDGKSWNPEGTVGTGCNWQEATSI
Target sequence (Q99836 whole entry, looked up): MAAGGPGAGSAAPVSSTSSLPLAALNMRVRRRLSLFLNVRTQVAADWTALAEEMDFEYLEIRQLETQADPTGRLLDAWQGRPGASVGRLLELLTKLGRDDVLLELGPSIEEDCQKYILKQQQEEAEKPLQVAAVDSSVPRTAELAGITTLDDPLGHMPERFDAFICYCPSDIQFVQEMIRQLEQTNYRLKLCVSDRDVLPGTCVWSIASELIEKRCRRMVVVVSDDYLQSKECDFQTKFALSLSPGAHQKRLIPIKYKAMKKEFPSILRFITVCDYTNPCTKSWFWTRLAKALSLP
PPARg SRC-1 ag: promotes SRC-1 coactivator recruitment by human PPARgamma; P37231; PPARgamma-SRC-1 coactivator recruitment biochemical assay; activation, % at 8 µM; 200,000 compounds, 0.41% hits; AID 631; in the data active means activation above about 19%;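 further: 0% = DMSO and 100% = reference agonist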
S1P3 antagonist: antagonists of human S1P3 receptor; Q99500; CHO S1P3 NFAT-BLA reporter, FRET fluorescence, antagonist mode; inhibition, % at 4.98 µM; 170,000 compounds, 0.27% hits; AID 485;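 active means inhibition above the plate cutoff, the mean inhibition of test wells on that plate plus 3 SD, cut at about 28% in these data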;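 further: cells challenged with S1P at its EC80 of 0.8 µM; blue over green emission ratio from cleaved BLA substrate after 4 h stimulation; 0% = S1P-stimulated wells and 100% = unstimulated DMSO-only wells; some compounds past the cut are filed as inactive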
STAT3 act: activators of IL-6 induced STAT3 signaling; U3A cells, IL-6 STAT3-luciferase reporter, luminescence; 100% = signal with IL-6 EC80 alone; activation (% of control), % at 5.6 µM; 190,000 compounds, 0.91% hits; AID 871;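 active means activation above the screen-wide mean of compound activation plus 3 SD, cut at about 130% in these data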;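 further: 0% = background luminescence of wells with medium and substrate only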
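system = STAT3-luciferase reporter U3A cells | reagent = IL-6 stimulus at 33 ng/mL final | timing = 1 h compound pre-exposure, 6 h IL-6 stimulation, 37 °C | measured by = luminescence | evaluation = % activation versus median of IL-6-stimulated wells | control set = IL-6-only wells as 100% reference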
ROMK mod: modulates human ROMK potassium channel activity; 130,000 compounds, 2% hits; Tet-inducible ROMK, thallium flux fluorescence; actives lie on both sides; B-score at 10 µM; P48048;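 active means signal ratio slope over the read window, or its plate-corrected B-score, at least 3 SD from the plate mean, either direction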;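 further: B-score of the F/F0 ratio slope over 7 to 12 s after thallium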
STAT3 blocker: inhibitors of IL-6 induced STAT3 signaling; 190,000 compounds, 0.89% hits; U3A cells, IL-6 STAT3-luciferase reporter, luminescence; host cell line lacks STAT1; AID 862; inhibition, % at 5.5 µM;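 active means inhibition above the mean inhibition across all screened compounds plus 3 SD, cut at about 44% in these data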;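 further: 0% = DMSO only wells and 100% = 100 µM nifuroxazide control wells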
PPARg SRC3 recr: PPARgamma-driven SRC-3 recruitment agonism | P37231 | biochemical PPARgamma/SRC-3 coactivator recruitment assay | activation, % at 8 µM | 200,000 compounds, 0.26% hits | AID 731; in the data active means activation above about 23%;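 further: 0% = DMSO and 100% = reference agonist; some compounds past the cut are filed as inactive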
PPARg SRC2 recr: agonists of SRC-2 recruitment by human PPARgamma | 200,000 compounds, 0.34% hits | AID 1032 | PPARgamma LBD-SRC-2 recruitment, biochemical | activation, % at 8 µM; in the data active means activation above about 22%;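 further: 0% = vehicle and 100% = reference agonist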
Starred values were filed as active, the others as inactive; · = no result given.

SMILES	STAT1 inh	RAM inhibit	SRC2 TRFRET art	TLR4 MyD88 comp	PPARg SRC-1 ag	S1P3 antagonist	STAT3 act	ROMK mod	STAT3 blocker	PPARg SRC3 recr	PPARg SRC2 recr
Cc1noc(NS(=O)(=O)c2ccc(N/C=C\C(=O)c3ccccc3)cc2)c1C	-25	4.7	1378	7	-9	-4	96	·	9	-5	-5
COC(=O)c1c(C)[nH]c(C(=O)N2CCN(c3ccc(OC)cc3)CC2)c1C	-6	-0.8	1274	-9	-9	-10	98	0.033	6	0	-2
OCCN(Cc1ccccc1)C(=S)Nc1ccc(F)cc1	8	-0.4	1559	13	0	-4	92	0.038	13	-1	0
CCOC(=O)c1cc(-c2ccccc2)sc1NC(=O)CN1C(=O)c2ccccc2C1=O	4	·	1530	-4	3	·	87	·	25	-3	-5
Cc1cccc(NC(=S)Nc2ccc(Oc3ccccc3)cc2)n1	-5	2.1	1783	-4	13	-12	93	·	7	4	7
COc1ccc(NC(=O)CSc2c3c(nc4ccccc24)CCCC3)c(OC)c1	8	0.1	1985*	-11	26*	-12	110	-1.2	-14	17	27*
Cn1nnc2cc(C(=O)NCc3ccco3)ccc21	5	1.2	1549	-3	1	-8	96	·	8	-5	7
Cc1cc(C)c(S(=O)(=O)C(C)C)c(=O)[nH]1	-3	2.9	1573	2	11	-19	103	0.05	8	2	12
COc1cc(OC)nc(Oc2ccccc2C(=O)Oc2ccccc2Cl)n1	4	2.6	1438	1	-7	·	104	·	-4	-11	-1
O=C(CN1CCN(c2cccc(C(F)(F)F)c2)CC1)Nc1cccc(C(F)(F)F)c1	5	1.1	1333	-8	-4	·	106	-1.5	-7	-7	-3
CCC1Oc2ccc(Cl)cc2N(CC(=O)O)C1=O (stereo not drawn)	5	0.6	1573	7	6	·	98	0.32	4	7	3
COc1ccc(-n2c(=O)c3ccccc3n(Cc3ccccc3F)c2=O)cc1OC	5	1.2	1481	0	9	-6	99	1.1	10	1	4
CCCCNCC(=O)Nc1sc(C)c(C)c1C(=O)OCC	7	1.4	1543	5	0	·	102	·	-3	0	-1
Cc1ccc(NC(=O)c2ccccc2F)nc1	-31	-1.1	1803	14	-2	1	81	·	28	11	14
Cc1ccc(S(=O)(=O)N2CCN(S(C)(=O)=O)C2c2ccccc2)cc1 (stereo not drawn)	1	2.3	1456	-2	-4	12	105	·	-1	-3	5
CCS(=O)(=O)NCc1ccc2[nH]c3c(c2c1)CCCC3	-3	1.6	1516	-6	-4	-5	102	·	4	2	8
COc1ccc(C2CC(c3ccccc3OC(C)=O)=NN2C(=O)/C=C/c2ccccc2)cc1 (stereo not drawn)	1	6.7	1579	-3	0	-2	92	-1.2	7	2	6
COc1cc(N)ccc1Cc1ccc(N)cc1OC	6	1.1	1775	-2	-2	-9	111	0.62	-5	-5	8
CCC(CC)c1nnc(NC(=O)C2COc3ccccc3O2)s1 (stereo not drawn)	-41	0.0	1597	1	3	·	99	·	4	-11	12
COc1ccccc1S(=O)Cc1ccc(C(=O)NCCc2ccc(Cl)cc2)o1 (stereo not drawn)	6	3.3	1370	-7	-1	-13	90	·	20	1	-5
CCOC(=O)C1C(C(=O)Nc2cccc(C(F)(F)F)c2)C1C(=O)NC(C)C (stereo not drawn)	2	0.2	1892	-8	2	-9	103	-0.7	-3	-2	1
Cc1cccc(-n2nc3c(c2NC(=O)c2ccc(Br)o2)CSC3)c1C	3	2.9	1686	-3	-5	·	105	·	-2	4	-3
CCS(=O)(=O)N1CCC(NC(=O)C2CCCCC2)CC1	-7	-1.3	1467	-1	-4	-22	105	·	0	6	-3
CC(NC(=O)COC(=O)Cc1ccccc1[N+](=O)[O-])c1ccccc1 (stereo not drawn)	-1	0.8	1690	3	0	-13	98	-0.5	3	4	10
CCN1CCN(CC(=O)N/N=C/c2ccc(F)cc2F)CC1	4	1.1	1504	-5	4	-5	102	·	0	-2	-7
SMILES	STAT1 inh	RAM inhibit	SRC2 TRFRET art	TLR4 MyD88 comp	PPARg SRC-1 ag	S1P3 antagonist	STAT3 act	ROMK mod	STAT3 blocker	PPARg SRC3 recr	PPARg SRC2 recr
Cc1ccc(-n2c(Cn3nc(C(F)F)cc3C(F)F)n[nH]c2=S)cc1	1	0.0	1681	0	-2	·	104	0.069	1	-1	-3
CC(C)(C)c1cnnn1-c1cccc([N+](=O)[O-])c1	9	1.7	1510	-11	6	-3	96	-0.17	7	4	0
Cc1cc(C(=O)CSc2nnc(-c3ccc4c(c3)OCO4)o2)c(C)n1-c1ccc(F)cc1	-1	4.1	1607	2	-6	-7	100	·	-1	-2	2
Cc1ccc(C(C(=O)NC2CCCCC2)N2CCOCC2)cc1 (stereo not drawn)	-1	0.3	1627	-9	6	·	97	-0.22	4	12	7
NC(=O)c1c(NC(=O)c2cccs2)sc2c1CCCCCC2	-27	-0.3	1601	-10	7	54*	97	·	8	5	0
CCC(CO)Nc1ncnc2c1cnn2-c1ccc(OC)cc1 (stereo not drawn)	-52	-0.1	1738	3	4	-9	102	·	6	5	8
Cn1c(CNc2cccc(Cl)c2)nnc1SCC#N	-3	0.1	1579	8	4	3	104	-0.4	-3	1	8
COc1ccc(NC(=O)/C(C#N)=C/c2ccc3c(c2)n(C)c(=O)n3C)cc1	12	3.3	1536	6	0	4	88	0.044	16	-3	-4
CCCCN1CC2=C(C1=O)C(c1ccc(O)cc1)NC(=O)N2C (stereo not drawn)	4	0.0	1604	-8	4	8	107	0.086	-6	-1	2
O=C(CSc1nnc(-c2ccccc2)o1)OCc1ccccc1	2	2.2	1398	0	2	12	101	0.0011	8	-1	0
Cc1cccc(C(=O)N2CCN(c3ccc([N+](=O)[O-])c(NCc4ccco4)c3)CC2)c1	10	3.5	1535	-4	7	·	94	·	13	7	-1
CCOC(=O)N1CCC(N2C(=O)c3ccccc3C2Nc2cc(OC)c(OC)c(OC)c2)CC1 (stereo not drawn)	6	-0.5	1574	-1	1	-28	108	·	-4	3	3
Cc1c(C=O)c2ccccn2c1C(=O)c1cccs1	-2	0.9	1602	13	17	-9	87	0.71	22	4	2
O=C(Cc1cccs1)Nc1nnc(Cc2ccccc2)s1	1	2.7	1547	0	0	·	105	·	-4	3	7
O=C(O)CN1C(=O)CC(Cc2ccccc2)C1=O (stereo not drawn)	3	0.5	1604	2	-11	-3	100	·	5	2	0
Cc1ccc2[nH]c(=O)c(NC(N)=S)nc2c1	2	3.1	1526	-2	10	·	80	·	27	3	2
CC(C)CC[n+]1ccn(-c2nc3ccccc3nc2[N-]S(=O)(=O)c2ccccc2)c1	9	5.9	1491	6	7	·	89	·	16	7	5
COC(=O)c1ccccc1NC(=O)c1ccc(NS(C)(=O)=O)cc1	-1	0.9	1545	23	0	4	88	-0.98	17	-9	5
Cc1cc(Cl)ccc1NC(=S)Nc1cccnc1	-1	0.1	1565	1	6	·	100	·	4	11	-4
COc1ccc(C2=Nn3c(nnc3-c3ccccc3)SC2)cc1OC	2	4.0	1475	-6	1	·	134*	1.2	-44	-9	6
Cc1cc(Nc2ccccc2)nn1C(=O)c1ccc(Br)cc1	2	4.5	1570	3	-1	·	111	-0.32	-6	-8	10
Clc1ccc(-c2nnc(-c3ccco3)nc2N2CCCCC2)cc1	4	0.5	1509	-7	4	-6	98	-0.043	0	3	-1
Cc1cc(C)c(C(=O)CSc2n[nH]c(=O)n2C2CC2)cc1C	1	3.2	1482	-9	4	-36	80	-0.56	25	-2	7
O=C(NCc1ccccn1)C(=O)NCc1ccccn1	-15	-0.1	1508	-8	-5	-4	98	-0.39	5	-1	1
COCCn1nnnc1C(c1ccc(OC)c(OC)c1)N1CCN(c2nc3ccccc3s2)CC1 (stereo not drawn)	-3	·	1713	-11	8	-10	105	0.27	2	-8	1

Only PPARg SRC2 recr and ROMK mod, for 2 of the compounds above:
compound	PPARg SRC2 recr	ROMK mod
Cc1cc(C)c(C(=O)CSc2n[nH]c(=O)n2C2CC2)cc1C	7	-0.56
O=C(NCc1ccccn1)C(=O)NCc1ccccn1	1	-0.39

Further entries follow.
SMILES	STAT1 inh	RAM inhibit	SRC2 TRFRET art	TLR4 MyD88 comp	PPARg SRC-1 ag	S1P3 antagonist	STAT3 act	ROMK mod	STAT3 blocker	PPARg SRC3 recr	PPARg SRC2 recr
O=C(N/N=C/c1cccc(Oc2ccccc2)c1)c1cccc(Br)c1	-8	2.6	1465	4	3	·	90	·	13	-8	6
COC(=O)c1ccc(-n2nnnc2SCC(=O)Nc2ccccc2OC)cc1	-4	3.2	1551	-9	3	-8	106	0.51	-4	8	-3
Cc1nn(-c2ccc(F)cc2)c2nc(N)c(C#N)c(-c3cccs3)c12	-2	2.8	1554	-9	8	-6	110	·	-8	12	14
O=C(N/N=C/c1c[nH]c2ccc(Br)cc12)c1ccn(Cc2ccc(Cl)cc2Cl)n1	-2	0.7	1623	2	5	·	100	·	10	-1	6
COc1ccc(Cc2nc(C(=O)NCc3ccccc3OC)cs2)cc1	4	1.8	1421	0	7	·	109	·	-5	-4	2
Cc1cccc(/C(N)=N/OC(=O)Cc2cccc3ccccc23)c1	-11	4.7	1506	4	7	-19	97	-0.87	8	1	9
COc1ccc(C(=O)N2CCN(c3cccc(Cl)c3)CC2)c(OC)c1	8	1.7	1538	5	-2	0	92	0.16	13	-1	1
CC(C)CSc1ncc(-c2cccc(C(F)(F)F)c2)cn1	-5	1.3	1503	-2	6	·	94	·	13	6	5
COc1ccc(CN2CCC(N(CCc3ccccc3)Cc3ccccc3)CC2)c(OC)c1	9	0.8	1209	10	5	-9	106	-3.3*	-2	0	4
O=C(O)C1CSC(CCc2ccccc2)N1 (stereo not drawn)	-6	1.9	1584	-11	4	·	100	0.74	6	-2	7
CCn1c(/C=C/c2c[nH]c3ccccc23)nc2ccccc2c1=O	-55	5.8	1593	17	1	-9	99	·	4	4	5
O=C1CC(SC(=Nc2ccccc2)Nc2ccccc2)C(=O)N1c1cccc2ccccc12 (stereo not drawn)	-3	5.4	1435	-7	-1	·	110	·	-12	-3	4
CC1CC(C)CN(Cc2nc3c(c(=O)n(C)c(=O)n3C)n2CCN2CCOCC2)C1 (stereo not drawn)	-1	-0.1	1512	5	-4	-27	102	·	2	2	-2
Cc1cc(C)c2c(c1)c(C)cc1nnc(SCC(=O)NCc3ccco3)n12	6	1.6	1586	1	12	-3	99	-1.3	3	5	9
CCOC(=O)CNC(=O)CSc1nnc(-c2ccco2)n1Cc1ccco1	-2	0.9	1484	-15	-2	·	106	-0.026	1	-7	-1
Cc1ccc(S(=O)(=O)NCC2(c3ccccc3)CCOCC2)cc1	8	1.4	1566	2	2	-3	107	0.28	-7	5	2
CCCCSC1=C(C#N)C(c2ccccc2C)C(C(=O)OCC)C(=O)N1 (stereo not drawn)	-2	2.0	1564	6	0	-6	106	-3.2	-5	-6	2
Cc1c(/C=N/NC(=O)CNc2ccccc2)c2ccccn2c1C(=O)c1ccccc1	-3	-0.6	1382	3	0	1	106	·	-1	1	0
